CHO-K1 Ca PAM = nonselective calcium activators in parental CHO-K1 cells, primary screen, counter-screen for M1 PAM project, cell-based, Fluo-8 calcium fluorescence, full deck, 1536-well; ATP EC20; 0% at ATP EC20, 100% at ATP max; activation, % at 3 µM; hit rate 0.02% among 360,000;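 active means activation above the run cutoff, the mean activation of all test compounds plus 3 SD, cut at about 40% in these data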;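 further: peak over basal fluorescence ratio in a 140 s read after ATP addition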
M1 ag = human M1 muscarinic receptor agonists, primary screen, Fluo-8 calcium fluorescence, CHO-K1 cells, HTS. hit rate 0.33% among 360,000. AID 588814, 2011. CHO-K1 hM1, agonist mode; 0% DMSO, 100% acetylcholine EC100. activation, % at 3 µM;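 active means activation above the run's mean compound activation plus 3 SD, cut at about 16% in these data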;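 further: peak over basal fluorescence ratio within a 140 s kinetic read after compound addition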
Target sequence (P11229 whole entry, looked up): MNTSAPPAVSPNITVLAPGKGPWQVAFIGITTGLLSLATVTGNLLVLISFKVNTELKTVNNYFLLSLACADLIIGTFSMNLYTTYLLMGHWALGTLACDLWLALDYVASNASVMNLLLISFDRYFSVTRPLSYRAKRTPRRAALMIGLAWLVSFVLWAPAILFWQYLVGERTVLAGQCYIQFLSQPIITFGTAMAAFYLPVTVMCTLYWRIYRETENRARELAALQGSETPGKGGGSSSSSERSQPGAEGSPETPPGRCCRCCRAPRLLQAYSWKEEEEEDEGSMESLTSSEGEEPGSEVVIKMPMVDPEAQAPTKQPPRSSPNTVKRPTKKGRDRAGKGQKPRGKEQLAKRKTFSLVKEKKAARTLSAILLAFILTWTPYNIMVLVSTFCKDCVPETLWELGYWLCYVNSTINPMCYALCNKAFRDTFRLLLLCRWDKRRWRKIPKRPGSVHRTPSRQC
TAAR1 ag = human TAAR1 agonists, primary screen, Fluo-8 calcium fluorescence, CHO RD-HGA16 cells; Trace amine-associated receptor 1 (Homo sapiens), Q96RJ0; vehicle wells 0%, saturating PEA agonist 100%; activation, % at 3 µM; hit rate 0.99% among 360,000; AID 624467, 2012;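 active means activation above the mean activation of all test compounds in the run plus 3 SD, cut at about 38% in these data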
Target sequence (Q96RJ0 whole entry, looked up): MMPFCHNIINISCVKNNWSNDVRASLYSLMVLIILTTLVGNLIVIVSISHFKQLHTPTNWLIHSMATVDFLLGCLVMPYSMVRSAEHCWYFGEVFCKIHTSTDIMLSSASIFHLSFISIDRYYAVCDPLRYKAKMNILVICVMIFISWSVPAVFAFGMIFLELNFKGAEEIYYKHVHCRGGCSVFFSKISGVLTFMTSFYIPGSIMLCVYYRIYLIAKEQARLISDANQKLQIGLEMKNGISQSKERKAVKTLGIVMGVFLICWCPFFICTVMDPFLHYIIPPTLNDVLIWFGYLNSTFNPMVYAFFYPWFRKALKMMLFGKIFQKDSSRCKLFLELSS
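Test system: RD-HGA16 (CHO) cells co-expressing Gα16 and hTAAR1; dosing: one-point dosing at 3 µM (nominal); timing: 17-24 h seeding, 75 min 37 °C dye, 30 min RT; signal: kinetic Fluo-8 calcium fluorescence; read-out basis: % activation relative to PEA EC100 response; controls: DMSO and PEA EC100; replicates: n 1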
CHO parental Ca = ATP-evoked calcium signal inhibitors, parental CHO, primary screen, counter-screen for OX1R antagonist project, cell-based, fluorescence, Fluo-8 calcium dye. parental CHO-K1, ATP-induced calcium, Fluo-8 fluorescence. hit rate 0.63% among 330,000. AID 463079, 2010. inhibition, % at 5.6 µM;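 active means inhibition above that plate's mean sample inhibition plus 3 SD, cut at about 26% in these data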;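 further: 0% = ATP-challenged DMSO wells and 100% = DMSO wells without ATP; some compounds past the cut are filed as inactive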
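Material: parental CHO cells / Compound: single nominal dose of 5.6 µM per compound / Signal: Fluo-8 fluorescence / Replicates: singlicate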
CHO-K1 Ca antag = counter-screen for M1 antagonists: effect in parental CHO-K1 cells | ATP-induced calcium, Fluo-8 fluorescence | inhibition, % at 3 µM | hit rate 0.6% among 360,000 | AID 602250;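 active means inhibition above a per-plate cutoff, the plate's mean sample inhibition plus 3 SD, cut at about 24% in these data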;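 further: 0% = DMSO plus EC80 ATP and 100% = DMSO alone without ATP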
M1 PAM = human M1 muscarinic receptor positive allosteric modulators, primary screen, CHO-K1 cells, Fluo-8 calcium fluorescence, 1536-well; Muscarinic acetylcholine receptor M1 (Homo sapiens), P11229; hit rate 0.088% among 360,000; activation, % at 3 µM; CHO-K1 hM1, ACh EC20; 0% = ACh EC20, 100% = maximal ACh; AID 588819, 2011; in the data active means activation above about 19%, passing the limit was not always enough
M1 ag parental = counter-screen for M1 agonists: effect in parental CHO-K1 cells | Fluo-8 calcium fluorescence; scaled to maximal ATP response, vehicle zero | activation, % at 3 µM | hit rate 0.48% among 360,000; in the data active means activation above about 15%;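 further: untransfected CHO-K1 host cells lacking M1 receptor as counterscreen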
M1 antag = human M1 muscarinic receptor antagonists, primary screen, CHO-K1 cells, Fluo-8 calcium fluorescence, 1536-well; Muscarinic acetylcholine receptor M1 (Homo sapiens), P11229; CHO-K1 hM1, ACh EC80 antagonist; inhibition, % at 3 µM; hit rate 1.3% among 360,000; AID 588852, 2011;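 active means percent inhibition above its own plate's cutoff, namely the mean of that plate's compound wells plus 3 SD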;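 further: peak over basal fluorescence ratio during 140 s after agonist addition; 0% = ACh EC80 plus DMSO and 100% = DMSO alone without agonist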
TAAR1 antag = human TAAR1 antagonists, primary screen, Fluo-8 calcium fluorescence, CHO RD-HGA16 cells. inhibition, % at 3 µM. AID 624466, 2012. hit rate 1.5% among 360,000. antagonist. Trace amine-associated receptor 1 (Homo sapiens), Q96RJ0;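 active means inhibition above a per-plate cutoff, the mean inhibition of test compounds on that plate plus 3 SD, cut at about 49% in these data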;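 further: 0% = DMSO plus EC80 beta-PEA response and 100% = DMSO alone without agonist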
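Material: CHO RD-HGA16 cells bearing hTAAR1; compound dosing: one-point dosing, 3 µM nominal final; schedule: dye loading 75 min at 37 °C, then 30 min room temperature; measured by: calcium fluorescence with Fluo-8; control set: vehicle and agonist controls; replication: n of 1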
The depositor's hits bear a star; x = not tested or not shown.

Value order – CHO parental Ca	M1 antag	CHO-K1 Ca antag	TAAR1 antag	M1 ag	CHO-K1 Ca PAM	M1 ag parental	TAAR1 ag	M1 PAM
[1] COc1ccccc1CC1(C)C(=O)Nc2ccc(S(=O)(=O)NC3CCCCC3)cc21 (stereo not given)
 : x	-14	8	-13	-2	3	0.6	6	7
[2] COc1ccc(-n2c3c(c(=O)[nH]c2=O)C(NS(=O)(=O)c2ccc(Cl)cc2)(C(F)(F)F)C(=O)N3)cc1 (stereo not given)
 : -13	-9	-4	4	-2	-3	0.1	-1	3
[3] CCOC(=O)C1=C(CN2CCOCC2)NC(=O)NC1c1cc(C)ccc1C (stereo not given)
 : -15	2	-27	-20	0	18	0.9	4	9
[4] CC1CN(C(=O)c2nn(C)cc2[N+](=O)[O-])CC(C)O1 (stereo not given)
 : 2	7	11	-6	-4	-6	0.0	1	-4
[5] CCn1c(Cc2ccccc2)nnc1SCC(=O)Nc1ccc2c(c1)OCO2
 : -19	1	7	-13	-5	-1	0.8	4	-5
[6] O=C(OCCNC(=O)c1ccc2ccccc2n1)c1cccnc1
 : -10	2	-11	-4	-10	11	2.7	11	2
[7] COc1ccc2oc(C)c(C(=O)c3ccc(C)cc3)c2c1
 : x	-11	-8	11	-5	14	1.0	14	1
[8] COC(=O)CCC(=O)NNC(=O)C1CC1(c1ccccc1)c1ccccc1 (stereo not given)
 : -5	-12	-9	-11	-4	18	0.7	2	8
[9] COc1ccc(NC(=O)CCCNS(=O)(=O)c2cccs2)cc1
 : -2	-7	3	8	-2	-6	0.2	8	5
[10] CCOC(=O)C1=C(C)NC(=O)NC1c1ccc2c(c1)OCCO2 (stereo not given)
 : -4	4	-2	16	-1	7	3.1	3	-2
[11] NCCCCCNC(=O)c1nc[nH]c1C(=O)NCC(=O)OCc1ccccc1
 : -3	2	4	21	-7	8	7.9	9	0
[12] Cc1cc(OCC(O)CN2CCN(c3ccccn3)CC2)cc(C)c1Cl (stereo not given)
 : -19	-23	4	10	-4	10	1.3	7	13
[13] N#Cc1ccccc1OCCn1cncn1
 : 3	-15	7	21	-2	7	-0.3	-1	9
[14] CN1CCN(C(=S)Nc2ccc([N+](=O)[O-])cc2)CC1
 : -13	4	-5	-9	-3	12	0.2	2	-3
[15] O=C(O)c1nnn(-c2cccc(C(F)(F)F)c2)c1-c1ccccc1
 : 1	-8	-12	-33	-3	22	0.8	1	3
[16] CC(C)c1nc2sc3c(=S)nc[nH]c3c2c2c1CCC2
 : -9	-21	13	-30	6	-14	0.0	0	11
[17] Cc1ccccc1Nc1nc(N)nc(CSc2nc3ccccc3c(=O)n2C)n1
 : -16	31	29*	59*	8	-2	18*	13	-13
[18] CC(=O)c1cc2c(C)cc(=O)oc2cc1O
 : 3	0	-2	-16	-3	11	0.0	0	4
[19] CC(C)c1ccc(NC2CCCN(C(=O)c3cnc4ccccn4c3=O)C2)cc1 (stereo not given)
 : -12	-29	-1	-26	0	-2	1.1	1	14
[20] CCCCn1nc(C(=O)OCC(=O)Nc2sccc2C(N)=O)c2ccccc2c1=O
 : -7	19	7	36	-4	-9	3.0	8	-8
[21] CS(=O)(=O)N(CC(=O)N1CCCC1)C1CCCCC1
 : x	-11	-4	-22	-3	-10	-0.1	1	8
[22] CC1(C(=O)Nc2ccc3c(c2)OCO3)CCN1Cc1ccccc1OC(F)F (stereo not given)
 : x	-10	-20	7	-3	34	2.8	2	2
[23] COC(=O)[C@]1(Sc2ccc(C)cc2)CC(=O)N[C@@H]1c1ccco1
 : x	x	-12	-37	x	-3	0.7	3	x
[24] COc1cc(C(=O)NCCOc2cc(C)cc(C)c2)cc(OC)c1OC
 : -11	-6	-9	9	0	19	6.3	1	-2
[25] c1ccc(-c2nnc(SCc3cn4ccsc4n3)o2)cc1
 : -12	1	13	-3	-3	-6	-0.1	7	10
[26] N#C/C(=C\c1cccc([N+](=O)[O-])c1)c1ccccn1
 : -9	1	17	10	-1	-18	-0.1	3	4
[27] Nc1nc(N)c2sc3nc(C(F)(F)F)cc(C(F)(F)F)c3c2n1
 : -17	-9	-9	-2	1	15	0.9	8	7
[28] CCC(=O)N1c2ccccc2NC2=C(C(=O)CCC2)C1c1cccnc1 (stereo not given)
 : -1	10	-4	7	-2	-3	-0.1	4	-2
[29] Cc1nn2c(-c3cccc(NC(=O)CSc4nc5ccccc5o4)c3)nnc2c2ccccc12
 : -14	18	8	42	-2	-4	2.6	13	-13
[30] Cc1ccc(-n2c(C)cc(/C=C3\NC(=O)NC3=O)c2C)c(C)c1
 : -16	32*	-19	-36	-8	25	0.5	4	-19
[31] COc1ccc(N2C(=O)C3CCCCC3C2=O)cc1NC(=O)c1ccccc1 (stereo not given)
 : -10	0	7	10	-8	-11	0.3	6	4
[32] O=[N+]([O-])c1c(Nc2ccc(Br)cc2)ccc2nonc12
 : -4	16	13	-12	-1	-9	-0.2	3	-1
[33] CN(CC(O)COc1ccccc1F)C1CCCCC1 (stereo not given)
 : -26	1	-7	-2	-13	6	0.1	11	3
[34] CC1=C(C(=O)N2CCOCC2)CC(CC(=O)NCc2cccc3ccccc23)C(=O)N1Cc1ccccc1 (stereo not given)
 : x	2	5	2	-4	-3	0.0	2	-1
[35] CCOC(=O)N1CCN(C(=O)c2cccc(NS(=O)(=O)c3ccc(F)c(F)c3)c2)CC1
 : -23	-12	-8	-16	-8	21	0.8	4	9
[36] Cc1nn(-c2ccc(N3CCCCC3)nn2)c(C)c1CCC(=O)Nc1ccc(F)cc1
 : -12	10	-24	24	-6	12	5.2	6	-13
[37] CC(=O)c1ccc(NC(=O)C2CCCO2)cc1 (stereo not given)
 : -7	-12	3	2	-3	10	1.3	6	11
[38] O=C(/C=C/c1ccccc1Cl)c1ccc[nH]1
 : -23	-6	2	-11	-7	15	0.1	-1	9
[39] CC1(C)CC(=O)C=C(NCc2ccco2)C1
 : -2	-4	6	4	-4	-6	-0.1	1	4
[40] CCOC(=O)c1sc(S(C)=O)c2c1CCc1conc1-2 (stereo not given)
 : -5	-6	20	3	0	-28	0.2	1	11
[41] COC(=O)Cc1csc(NCc2ccccc2)n1
 : -15	-2	-12	-15	-5	4	0.6	7	6
[42] O=c1ccc2ccc(Oc3ccc(Cl)cc3[N+](=O)[O-])cc2o1
 : -14	-2	-5	-4	-6	7	-0.1	1	1
[43] Cc1ccc(S(=O)(=O)N2CCCC2CNC(=O)c2ccccc2)cc1 (stereo not given)
 : -23	-13	-12	-4	-4	2	1.0	0	5
[44] CN(C)S(=O)(=O)c1ccc(NC(=O)C2CC3C=CC2C3)cc1 (stereo not given)
 : 5	7	-4	-13	-5	11	4.7	3	-8
[45] O=C(COC(=O)c1ccccc1O)NNC(=O)c1ccc(Br)cc1
 : x	-18	9	4	2	-15	-0.4	16	19
[46] CN(C)C(=O)c1ccc(NC(=O)CN2CCc3cc4c(cc3C2)OCCCO4)cc1
 : -9	8	-13	-5	-6	-4	-0.1	0	-9
[47] O=c1c2cc(Br)ccc2[nH]c(=S)n1Cc1ccccn1
 : -12	-7	1	-2	-6	1	0.5	0	9
[48] O=C(/C=C/c1cnc2ccccc2n1)NC1CCCCCC1
 : -14	-3	9	-3	9	-11	1.7	17	2
[49] CCOc1ncnc2c1oc1nc(CC(C)C)c3c(c12)CC(C)(C)OC3
 : -1	0	-19	11	-4	22	1.1	4	5
[50] CCOc1cc(/C=N/NC(=O)c2nnn(-c3nonc3N)c2C)ccc1OCc1ccc(F)cc1
 : -13	20	-7	-28	-2	-14	0.2	3	-5
[51] CCOC(=O)c1sc(NC(=O)CSc2nnc(-c3ccco3)o2)c(C(=O)OCC)c1C
 : -20	-10	2	2	-4	0	-0.1	0	-3
[52] COc1ccc(S(=O)(=O)NC(CC(=O)NCCc2ccc(OC)c(OC)c2)C(C)C)cc1 (stereo not given)
 : 4	-12	-22	21	-6	19	1.9	1	12
[53] CCOC(=O)c1sc(NC(=O)c2ccc(OC)cc2)nc1C
 : -14	-3	-6	5	-3	13	0.4	10	-5
[54] COc1ccccc1CNC(=O)COC(=O)c1cccc(S(=O)(=O)N2CCOCC2)c1
 : -13	-10	-11	-3	-2	15	0.8	1	-1
[55] CCCCN(C(=O)c1ccc(Br)o1)C1CCS(=O)(=O)C1 (stereo not given)
 : -11	-6	-3	-13	-2	12	1.0	1	4
[56] COc1ccc(OC)c(NC(=O)C(=S)NC2CCCCC2)c1
 : -28	-5	-12	-21	-7	32	0.5	1	6
[57] COc1cccc2cc(C(=O)N3CCc4ccccc4C3)c(=O)oc12
 : -16	-6	-5	-12	-1	4	1.0	-1	4

Entries of single compounds from above:
NCCCCCNC(=O)c1nc[nH]c1C(=O)NCC(=O)OCc1ccccc1 as listed: CHO parental Ca: -3; M1 antag: 2; CHO-K1 Ca antag: 4; TAAR1 antag: 21; M1 ag: -7; CHO-K1 Ca PAM: 8; M1 ag parental: 7.9; TAAR1 ag: 9; M1 PAM: 0
CC1CN(C(=O)c2nn(C)cc2[N+](=O)[O-])CC(C)O1 (stereo not given) as listed: CHO parental Ca: 2; M1 antag: 7; CHO-K1 Ca antag: 11; TAAR1 antag: -6; M1 ag: -4; CHO-K1 Ca PAM: -6; M1 ag parental: 0.0; TAAR1 ag: 1; M1 PAM: -4

Assay outcomes from PubChem.
